PGE2 EP2 inh – human EP2 receptor antagonists, primary screen, TR-FRET cAMP, C6 glioma cells; inhibition, % at 25 µM; AID 1422, 2008; hit rate 0.52% among 260,000; Prostaglandin E2 receptor EP2 subtype (Homo sapiens), P43116; C6 glioma cells expressing human EP2; cells stimulated with saturating PGE2;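 active = percent inhibition above 40 after rounding to a whole number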;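 also: rat C6 glioma host cells with rolipram phosphodiesterase inhibitor present; the protocol text gives 20 µM as final concentration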
Target sequence (P43116 whole entry, looked up): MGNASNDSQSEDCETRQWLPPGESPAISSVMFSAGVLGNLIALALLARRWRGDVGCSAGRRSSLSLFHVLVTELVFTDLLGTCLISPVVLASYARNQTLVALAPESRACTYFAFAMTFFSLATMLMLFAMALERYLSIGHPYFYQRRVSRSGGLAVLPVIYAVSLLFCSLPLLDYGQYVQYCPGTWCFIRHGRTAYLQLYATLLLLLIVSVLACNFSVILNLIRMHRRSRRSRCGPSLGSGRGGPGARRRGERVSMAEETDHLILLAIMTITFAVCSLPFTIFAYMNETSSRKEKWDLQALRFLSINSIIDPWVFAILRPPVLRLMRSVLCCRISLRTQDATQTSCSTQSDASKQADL
p97 ATPase inh – inhibitors of human p97 ATPase, primary screen, biochemical; Transitional endoplasmic reticulum ATPase (Homo sapiens), P55072; recombinant p97 ATPase, Kinase-Glo ATP luminescence, 3 h; inhibition, % at 8 µM; hit rate 0.42% among 220,000; AID 1481, 2009; in the data active = inhibition above about 15%;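 also: 0% = DMSO vehicle and 100% = wells lacking enzyme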
S1P4 ag – S1P4 receptor agonists, primary screen, cell-based. activation, % at 4.98 µM. hit rate 0.35% among 220,000. S1P4-expressing cell line, agonist reporter assay; in the data active = activation above about 11%;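 also: 0% = DMSO vehicle and 100% = reference agonist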
Target sequence (O95977 whole entry, looked up): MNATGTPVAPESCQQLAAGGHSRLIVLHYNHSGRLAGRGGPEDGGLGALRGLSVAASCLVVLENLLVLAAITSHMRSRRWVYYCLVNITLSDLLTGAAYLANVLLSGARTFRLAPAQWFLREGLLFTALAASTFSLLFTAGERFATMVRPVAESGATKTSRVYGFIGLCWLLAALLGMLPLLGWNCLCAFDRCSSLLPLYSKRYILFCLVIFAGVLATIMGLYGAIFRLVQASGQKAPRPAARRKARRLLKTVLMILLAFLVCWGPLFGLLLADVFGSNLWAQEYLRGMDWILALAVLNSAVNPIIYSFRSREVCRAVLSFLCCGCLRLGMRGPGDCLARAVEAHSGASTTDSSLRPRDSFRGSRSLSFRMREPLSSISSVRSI
eIF4E-4G inh – eIF4E–eIF4G protein interaction inhibitors, primary screen, biochemical, uHTS, TR-FRET, eIF4GI fragment; hit rate 0.37% among 220,000; Eukaryotic translation initiation factor 4E (Mus musculus) + Eukaryotic translation …; AID 782, 2007; inhibition, % at 21.7 µM; TR-FRET eIF4E-eIF4GI(517-606) binding, 2 h;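 active = inhibition above about 30%, limit read from the data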;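 also: 0% = full FRET control wells and 100% = background wells lacking eIF4GI fragment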
NPY-Y1 antag – NPY-Y1 receptor antagonists, primary screen, cell-based. Neuropeptide Y receptor type 1 (Homo sapiens), P25929. HEK293-CNG Y1 cells, membrane potential fluorescence; NPY at EC95, then isoproterenol. inhibition, % at 3.6 µM. hit rate 1% among 200,000. AID 1040, 2008;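 active = inhibition above the campaign mean inhibition of all tested compounds plus 3 SD, cut at about 20% in these data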;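 also: 0% = DMSO wells given NPY plus isoproterenol and 100% = isoproterenol alone without NPY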
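Test system – HEK293 Y1/CNG channel cell line · Also added – NPY agonist 25 nM, then isoproterenol 1 µM plus Ro 20-1724 25 µM · Compound dosing – one concentration, 3.6 µM, in 0.4% DMSO · Schedule – compound incubation 1 h at room temperature, readout 45 min post-stimulation · Technique – fluorescence, membrane potential probe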
EP2 mod – EP2 receptor modulators, cAMP readout, primary screen, cell-based, HTRF cAMP, PGE2 stimulation. induction, % at 25 µM. EP2-expressing cells, cAMP HTRF FRET, PGE2 co-stimulation. Prostaglandin E2 receptor EP2 subtype (Homo sapiens), P43116. hit rate 0.83% among 260,000;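 active = compounds whose cAMP rise, as percent of the full-agonist control response, exceeds 60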;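 also: rat C6 glioma line stably carrying human EP2 under a CMV promoter; the protocol text gives 20 µM as final concentration; 100% = response of wells given 1 µM PGE2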
NPY-Y2 PAM-ag – NPY-Y2 potentiators or agonists, primary screen, cell-based; cells expressing NPY-Y2, potentiator/agonist read-out; activation, % at 3.6 µM; hit rate 0.45% among 220,000; AID 1359, 2008; in the data active = activation above about 27%;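 also: cells stimulated with NPY near EC25 plus isoproterenol at EC100; 0% = vehicle plus submaximal agonist and 100% = vehicle plus saturating agonist; some results beyond the cut were filed as inactive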
NPY1 pot ag – NPY-Y1 receptor potentiators or agonists, primary screen, cell-based. Neuropeptide Y receptor type 1 (Homo sapiens), P25929. NPY-Y1 expressing cells, potentiator/agonist activation. activation, % at 3.6 µM. hit rate 0.37% among 220,000; in the data active = activation above about 33%, passing the limit was not always enough;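 also: cells stimulated with NPY at EC10 then isoproterenol at EC100; 0% = low agonist plus stimulus and 100% = saturating agonist plus stimulus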
S1P4 antagonist – S1P4 receptor antagonists, primary screen, cell-based; AID 1510, 2009; inhibition, % at 4.98 µM; hit rate 0.26% among 220,000; S1P4-expressing cells, antagonist mode, reporter read-out; Sphingosine 1-phosphate receptor 4 (Homo sapiens), O95977; in the data active = inhibition above about 29%;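 also: 0% = wells stimulated with agonist and 100% = vehicle wells without agonist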
Numbers without * were called inactive; / = not tested or not shown; & = joins results of further samples; [ ] = another dose, or the depositor's remark. An excerpt (hit frequency here may not be typical).

SMILES	PGE2 EP2 inh	p97 ATPase inh	S1P4 ag	eIF4E-4G inh	NPY-Y1 antag	EP2 mod	NPY-Y2 PAM-ag	NPY1 pot ag	S1P4 antagonist
CN(C)S(=O)(=O)c1ccc(C(=O)Nc2nnc(SCc3cccc4ccccc34)s2)cc1	9	3	1.3	4	-5	-22	-9	-3	-13
O=C(O)CCSc1ccc([N+](=O)[O-])cc1[N+](=O)[O-]	2	0	0.0	5	6	-1	-2	-6	-3
CC1(C)CC(=O)c2c(O)cc(OCc3ccc(Br)cc3)cc2O1	0	0	-3.9	-11	3	-32	15	-21	7
CCOC(=O)C1CCN(C(=O)COc2ccc(Br)cc2C)CC1	9	-4	7.3	-2	3	-10	-8	-1	-10
O=C(CC1C(=O)NCCN1CC1CCCCC1)NCc1cccc(F)c1F (stereo unspecified)	8	0	2.4	-4	2	15	-1	-11	-7
CC(Oc1ccc(Cl)cc1Cl)C(=O)Nc1ncccn1 (stereo unspecified)	12	-3	2.9	1	-6	-10	7	5	1
CCN(CC)CCCNC(=S)N(Cc1ccco1)Cc1cc2cc3c(cc2[nH]c1=O)OCCO3	6	3	-0.1	0	-1	3	-5	-2	-11
Cc1nn(-c2cccc(Cl)c2)c2nc(-c3ccncc3)cc(C(=O)N3CCOCC3)c12	6	4	-0.1	2	-1	11	4	10	-13
Cn1nc(C(F)(F)F)c(/C=N/OC(=O)c2ccccc2)c1SCc1ccc(Cl)cc1	2	5	1.3	-14	0	4	-11	3	0
Cc1cc(C)c2c(N=CN(C)C)c(C(=O)N3CCN(c4ncccn4)CC3)sc2n1	11	5	-0.5	-6	-2	-1	19	-6	7
CS(=O)(=O)N(CC(=O)NCCSc1ccc(Cl)cc1)c1ccc2c(c1)OCO2	10	1	1.4	9	7	9	-10	-8	-20
NC1=NC(c2ccccc2)=NC1(NC(=O)c1ccccc1)C(Cl)Cl (stereo unspecified)	7	5	0.9	2	/	-15	-11	3	-6
O=C(CCC(=O)N/N=C/c1ccc(Br)s1)NCc1ccccc1	0	-6	2.0	-13	7	6	-4	-6	-11
COC(=O)C(Cc1ccc(OC(=O)c2ccc(Cl)cc2)cc1)N1Cc2ccccc2C1=O (stereo unspecified)	11	-8	0.6	1	9	-12	1	29	-12
C(=N\Nc1ncnc2sc3c(c12)CCC3)/c1ccncc1	14	-5	2.1	-6	-2	6	-21	-16	-31
O=C(COC(=O)c1ccc(S(=O)(=O)N2CCCC2)cc1)NCc1ccco1	12	-2	-0.6	2	/	-13	-2	-15	-2
CCOC(=O)c1c(-c2ccccc2)nc2ccc(Cl)cn12	5	-3	-0.8	10	5	13	-11	-25	-1
CC1=NN(C(N)=S)C(=O)C1N=Nc1cccc(C)c1 (stereo unspecified)	3	6	0.9	-16	/	-15	-13	25	-5
COc1ccc(/C=N/NC(=O)c2cc(C3CC3)[nH]n2)cc1OC	5	6	0.3	-7	/	-4	-7	15	-21
CN(C)/C=N/c1ncc(-c2ncc(C(F)(F)F)cc2Cl)cn1	6	-3	0.4	5	5	-17	-1	-4	-17
COc1ccc(OC)c(S(=O)(=O)NCCc2csc(-c3cccnc3)n2)c1	6	8	-0.8	-2	/	8	7	18	-18
O=C1c2ccccc2NC(c2ccc3c(c2)OCCO3)N1c1ccc2c(c1)OCCO2 (stereo unspecified)	8	3	0.8	0	5	16	-10	3	-13
O=C(CN1CCc2ccccc21)NC(c1ccccc1)c1ccccc1	13	5	2.7	-5[fluorescence artefact?]	3	22	-8	1	-2
O=C(NC1CCCCC1)C(c1ccc(F)cc1)N(Cc1ccccc1)C(=O)CN1C(=O)c2ccccc2S1(=O)=O (stereo unspecified)	9	1	-0.3	0	-2	0	6	1	-19
NC(=O)CSc1nnc(-c2ccncc2)n1-c1ccc(Cl)cc1	11	-8	0.2	-1	1	19	-7	-10	-9
CCc1ccc(NC(=S)Nc2ccc3[nH]c(=O)[nH]c3c2)cc1	10	0	2.3	-1	/	-26	-31	-21	-13
CCOC(=O)C1(C)/C(=N/Nc2ccccc2)C(=O)C(=O)N1c1ccccc1 (stereo unspecified)	4	-5	0.5	4	-3	33	-5	-4	3
N#Cc1c(=O)c2nc(NCCCO)ncc2n2c(=O)c3ccccc3[nH]c12	6	4	0.2	-1	-5	31	9	-4	2
Cc1ccccc1SCc1noc(C(=O)NC(C)C)c1C(=O)O	9	4	0.3	0[fluorescence artefact?]	10	11	-21	7	7
CSC[C@@H]1NC(=S)N(c2ccc(C)cc2)C1=O	9	3	1.1	-3	3	8	1	0	7
CN(C)CCCNc1oc(-c2ccccc2)nc1C#N	15	2	-0.9	6[fluorescence artefact?]	9	-5	-10	9	-1
COc1ccc(NS(=O)(=O)c2ccc(O)c(NC(=O)c3ccc(S(=O)(=O)N4CCCC4)cc3)c2)cc1	15	9	-0.9	7	/	-15	3	13	7
COc1nc(NCc2ccco2)nc(NC2CCCCC2)n1	10	-3	-0.5	-4	0	10	13	-25	22
COc1ccc(/C(O)=C2/C(=O)C(=O)N(CCN3CCOCC3)C2c2cccnc2)cc1OC (stereo unspecified)	6	2	1.7	1	-4	33	6	-9	-15
CN(C)c1nc(N)nc(CSc2nc3c(c(=O)n(C)c(=O)n3C)n2Cc2ccccc2F)n1	7	-4	1.3	1	-2	-28	0	12	-32
Cn1c(=O)c2c(nc(N3CCN(c4ccc([N+](=O)[O-])cc4)CC3)n2C)n(C)c1=O	8	1	-1.1	7	/	10	-6	-4	-6

A few values from the results shown:
`Cc1ccccc1SCc1noc(C(=O)NC(C)C)c1C(=O)O` | S1P4 antagonist: 7
`CS(=O)(=O)N(CC(=O)NCCSc1ccc(Cl)cc1)c1ccc2c(c1)OCO2` | S1P4 ag: 1.4

Going on with the list.
SMILES	PGE2 EP2 inh	p97 ATPase inh	S1P4 ag	eIF4E-4G inh	NPY-Y1 antag	EP2 mod	NPY-Y2 PAM-ag	NPY1 pot ag	S1P4 antagonist
Cc1noc(NS(=O)(=O)c2ccc(N3CC(O)=C(c4ccccc4)C3=N)cc2)c1C	7	0	0.7	1[fluorescence artefact?]	0	-12	16	-1	-11
Cc1ccc(N2CN(Cc3cccnc3)CNC2=S)cc1	8	4	-0.7	3[fluorescence artefact?]	3	-6	6	15	-12
COc1ccccc1CNC(=O)C1CCN(S(=O)(=O)N2CCCCC2)CC1	0	9	-3.5	4	0	4	-6	-3	-6
COc1cc(CC(=O)NCCc2ccc(OCc3ccccc3)cc2)c([N+](=O)[O-])cc1OC	4	1	0.9	-6	-6	5	5	-4	-2
Cc1nc2ccc(NC(=O)COc3cccc(F)c3)cc2s1	4	2	1.8	2	2	-27	-8	-26	-1
N#Cc1cc2c(nc1SCc1ccc(Cl)nc1)CCCCC2	4	-5	-0.6	1	/	14	-20	-30	-7
Cc1ccc2c(c1)N(CC(=O)NCc1cccs1)C(=O)CO2	7&8	5	-1.1	-4[fluorescence artefact?]	0	4&-55	-1	-16	-8
Nc1nc(SCC(=O)Nc2ccccc2C(F)(F)F)[nH]c(=O)c1-c1ccccc1	4	5	1.1	1	5	23	-7	-8	-6
C=CCOc1cccc(C2/C(=C(/O)c3ccc(C)cc3)C(=O)C(=O)N2CCN2CCOCC2)c1 (stereo unspecified)	17	-1	-0.9	4	2	17	10	10	-6
Cc1ccc(NC(=O)CCCN2C(=O)/C(=C/C=C/c3ccccc3)SC2=S)cc1	2	8	-1.0	0[fluorescence artefact?]	9	-18	8	-8	6
Cc1ccc(NC(=O)CN2CCN(S(=O)(=O)c3cccs3)CC2)cc1S(=O)(=O)N(C)C	3	-1	1.5	-1	-2	-22	0	6	-9
O=C(NNC(=O)C1CC1c1ccccc1)c1cccc([N+](=O)[O-])c1 (stereo unspecified)	3	5	3.2	1	-1	-3	-3	-17	-13

One compound at a time (already shown). Values in the order: PGE2 EP2 inh	p97 ATPase inh	S1P4 ag	eIF4E-4G inh	NPY-Y1 antag	EP2 mod	NPY-Y2 PAM-ag	NPY1 pot ag	S1P4 antagonist
`N#Cc1cc2c(nc1SCc1ccc(Cl)nc1)CCCCC2` reads 4	-5	-0.6	1	/	14	-20	-30	-7
`Cc1cc(C)c2c(N=CN(C)C)c(C(=O)N3CCN(c4ncccn4)CC3)sc2n1` reads 11	5	-0.5	-6	-2	-1	19	-6	7
`Cc1ccccc1SCc1noc(C(=O)NC(C)C)c1C(=O)O` reads 9	4	0.3	0[fluorescence artefact?]	10	11	-21	7	7
`Nc1nc(SCC(=O)Nc2ccccc2C(F)(F)F)[nH]c(=O)c1-c1ccccc1` reads 4	5	1.1	1	5	23	-7	-8	-6
`Cc1ccc(NC(=O)CCCN2C(=O)/C(=C/C=C/c3ccccc3)SC2=S)cc1` reads 2	8	-1.0	0[fluorescence artefact?]	9	-18	8	-8	6

(cont.)
SMILES	PGE2 EP2 inh	p97 ATPase inh	S1P4 ag	eIF4E-4G inh	NPY-Y1 antag	EP2 mod	NPY-Y2 PAM-ag	NPY1 pot ag	S1P4 antagonist
COCCNC(=O)CN(c1ccc(C)cc1)S(=O)(=O)c1ccc(SC)cc1	12	-1	-0.6	3	1	29	10	6	-10
COc1ccc(S(=O)(=O)N2CCCC2)c(Cl)c1Cl	6	-3	0.9	-1	10	-11	3	-6	-5
O=C1CC(=C2c3ccccc3-c3ccccc32)C(=O)N1CCN1CCN(c2ccccc2)CC1	10	-7	0.0	/	9	/	-24	-19	-1
COc1ccc(N2C(=O)CSC(c3ccccc3)C2=O)cc1 (stereo unspecified)	6	0	-1.2	-2	1	24	10	-11	16
CCNC(=S)N/N=C/c1ccc(OCc2ccc(C(=O)OC)cc2)cc1	7	2	1.1	11[fluorescence artefact?]	-4	15	7	-16	-6
CCN(C(=O)COc1cccnc1[N+](=O)[O-])C1CCS(=O)(=O)C1 (stereo unspecified)	13	-2	0.0	-1	2	21	0	-3	-14
CC(C)(C)C(=O)/C=C/c1ccc(Oc2ccccc2)cc1	14	-4	-0.3	-4	/	-50	-30	-4	1
Cc1csc(NC(=O)CSc2nnc(-c3ccncc3)n2C)n1	8	2	1.7	4	-5	-7	14	-11	1
CC(C)(C)c1ccc(CN2N=Nc3ccccc3S2(=O)=O)cc1	22	5	0.4	-11	5	-30	-2	12	0

Some of these compounds in order of their number in NPY-Y1 antag, lowest first.
SMILES,NPY-Y1 antag
COc1ccc(N2C(=O)CSC(c3ccccc3)C2=O)cc1 (stereo unspecified),1
CCN(C(=O)COc1cccnc1[N+](=O)[O-])C1CCS(=O)(=O)C1 (stereo unspecified),2
COc1ccc(S(=O)(=O)N2CCCC2)c(Cl)c1Cl,10

Compound activity from PubChem.
